MITF primary = MITF inhibitors, primary screen, biochemical, AlphaScreen, human. AlphaScreen MITF homodimerization, bead proximity signal. actives 0.91% (n = 650,000). Microphthalmia-associated transcription factor (Homo sapiens), O75030. inhibition, % at 2.6 µM; in the data active means inhibition above about 50%;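 further: 0% = vehicle wells with protein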
Target sequence (O75030 whole entry, looked up): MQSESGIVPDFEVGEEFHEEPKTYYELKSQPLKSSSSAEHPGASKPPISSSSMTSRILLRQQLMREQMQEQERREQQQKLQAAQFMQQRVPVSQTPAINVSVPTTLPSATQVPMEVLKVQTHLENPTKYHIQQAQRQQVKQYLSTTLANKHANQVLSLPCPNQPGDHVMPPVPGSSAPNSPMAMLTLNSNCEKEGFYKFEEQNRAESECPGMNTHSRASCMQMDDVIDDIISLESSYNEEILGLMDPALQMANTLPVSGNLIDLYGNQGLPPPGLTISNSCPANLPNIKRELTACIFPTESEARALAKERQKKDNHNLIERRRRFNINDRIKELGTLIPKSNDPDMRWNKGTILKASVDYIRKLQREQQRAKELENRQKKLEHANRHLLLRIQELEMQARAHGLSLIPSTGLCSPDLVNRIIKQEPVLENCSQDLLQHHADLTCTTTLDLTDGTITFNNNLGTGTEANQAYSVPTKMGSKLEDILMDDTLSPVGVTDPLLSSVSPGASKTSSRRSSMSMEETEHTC
GPR151 ag = activators of human GPR151, primary screen, cell-based, PathHunter beta-arrestin, luminescence; G-protein coupled receptor 151 (Homo sapiens), Q8TDV0; PathHunter beta-arrestin GPR151 cells; activation, % at 11.2 µM; actives 1% (n = 650,000); in the data active means activation above about 4.9%;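 further: 0% = median of compound wells and 100% = cells with positive control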
Target sequence (Q8TDV0 whole entry, looked up): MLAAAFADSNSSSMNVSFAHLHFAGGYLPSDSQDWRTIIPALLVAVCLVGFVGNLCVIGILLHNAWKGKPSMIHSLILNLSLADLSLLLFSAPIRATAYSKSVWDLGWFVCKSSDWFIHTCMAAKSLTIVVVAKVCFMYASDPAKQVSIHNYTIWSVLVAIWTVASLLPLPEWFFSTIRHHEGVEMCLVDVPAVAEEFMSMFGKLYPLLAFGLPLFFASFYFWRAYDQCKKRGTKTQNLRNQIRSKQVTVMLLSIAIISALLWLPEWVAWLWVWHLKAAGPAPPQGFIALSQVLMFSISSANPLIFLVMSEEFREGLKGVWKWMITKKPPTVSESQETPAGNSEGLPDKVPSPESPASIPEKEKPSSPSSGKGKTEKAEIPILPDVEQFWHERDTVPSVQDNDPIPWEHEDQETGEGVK
FBW7 activator = FBW7 E3 ligase activators, primary screen, biochemical, AlphaScreen, human. F-box/WD repeat-containing protein 7 (Homo sapiens), Q969H0. AlphaScreen FBW7–phospho-cyclin E peptide binding, activator screen. normalized activity (activation), % at 26.1 µM. actives 0.13% (n = 650,000). AID 1259310, 2017; in the data active means normalized activity above about 1.9%;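 further: purified mutant Fbw7 with reduced substrate affinity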
TEAD-YAP block = TEAD-YAP interaction inhibition, primary screen, TEAD-YAP interaction inhibitor project, luminescence, HEK-TIYL cells | inhibition, % at 9.12 µM | actives 1.4% (n = 640,000) | AID 1259422, 2018 | TEAD-Gal4/YAP UAS-luciferase luminescence; in the data active means inhibition above about 32%;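 further: 0% = median of test compound wells and 100% = reference inhibitor wells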
* hit, by the source's call; . = no result given.

Values run as follows: MITF primary, GPR151 ag, FBW7 activator, TEAD-YAP block
[1] Clc1cc(N2CCCCC2)nc(N2CCCCC2)n1
  9, -0.9, 0.0, 3
[2] Cn1cccc1C(=O)c1ccc(Cl)cc1
  21, -1.0, 0.1, -2
[3] COCc1cc(C)nc2sc(C(=O)Nc3ccc(Cl)c(C)c3)c(N)c12
  -15, -0.4, 0.1, -93
[4] CC(C)N(CCNc1nc(Nc2ccc(N3CCOCC3)cc2)nc2c1ncn2Cc1ccc(C(F)(F)F)cc1)C(C)C
  -1, 1.2, -0.1, -8
[5] CC(C)(C)C(=O)Nc1ncc(S(=O)(=O)c2ccc([N+](=O)[O-])cc2)s1
  20, -1.4, 0.7, 13
[6] CCNC(=S)NNC(=O)c1ccc(NC(=O)CC#N)cc1
  -6, -1.2, -0.2, -1
[7] O=C(Cc1cccs1)Nc1nc(CN2CCc3ccccc3C2)cs1
  -9, -0.5, -0.2, 25
[8] CCN(CC)S(=O)(=O)c1ccc2oc(Nc3cc(C)ccc3OC)nc2c1
  16, -0.8, 0.7, -5
[9] O=C(Nc1nc2c(s1)C(=O)CC(C(=O)N1CCc3ccccc3C1)C2)c1cccnc1 (centres undefined)
  -11, -1.5, 0.2, 0
[10] CCC1CCCCN1C(=O)CSc1nnc2n(CC(=O)NC(C)C)c3ccccc3n12 (centres undefined)
  -7, -0.2, 0.1, -6
[11] O=C(Nc1ccc(F)cc1)c1nsc(Cl)c1Cl
  10, -7.6, 0.0, -52
[12] CCCCCCN(CCCCCC)CC(=O)Nc1c2c(nc3ccccc13)CCC2
  71*, 0.8, -0.3, -3
[13] CCOC(=O)c1sc2nc(SCC(=O)c3ccccc3)n(CCc3ccccc3)c(=O)c2c1C
  4, 0.5, 0.1, -6
[14] CCCN(CC1CCCO1)C(=O)CCc1nnc(-c2cc(C)on2)o1 (centres undefined)
  4, -0.1, 0.1, -15
[15] CCOC(=O)CNC(c1ccccc1)c1cc(Br)ccc1NC(=O)c1ccccc1 (centres undefined)
  -5, -0.5, 0.1, -1
[16] O=C(O)CCN1/C(=C/C=Nc2ccccc2)Oc2ccccc21
  -11, 0.6, -0.2, 1
[17] O=C(c1cc(F)cc(F)c1)N1CCCC1c1nc2ccccc2[nH]1 (centres undefined)
  16, -0.8, 0.3, 4
[18] COc1ccc(NC(=O)C2=C(C)NC(=S)NC2c2cc(OC)ccc2OC)c(OC)c1 (centres undefined)
  3, 1.5, -0.2, 7
[19] Cc1ccc(C)c2sc(NC(=O)Cc3ccc(F)cc3)nc12
  1, 0.2, -0.1, 0
[20] CCCc1noc(CN2CCCC(c3ccc(Cl)cc3)C2)n1 (centres undefined)
  -2, -2.4, -0.2, -3
[21] Cc1cc(C)c2oc(-c3ccc(NC(=O)c4cc([N+](=O)[O-])ccc4Cl)cc3)nc2c1
  -1, 1.4, 0.0, -1
[22] CCOC(=O)C1(CCc2ccccc2)CCN(C(=O)CN2C(=O)CSC2=O)CC1
  13, -0.9, 0.1, -16
[23] CC1CCCC(C)N1C(=O)c1ccc(C(=O)N2C(C)CCCC2C)nc1 (centres undefined)
  -7, -0.5, -0.1, -3
[24] O=C(O)c1c(C(=O)O)c(-c2ccc(Br)cc2)n2c1CSC2
  8, -1.0, 0.5, 0
[25] CCn1c(C(=O)O)c(CC(=O)N(C)c2cc(C)ccc2OC)c2ccccc21
  -1, -0.6, -0.1, -3
[26] CCCCC/C=C\CCCC/C=C\C/C=C\CCCC(=O)O
  12, 1.4, ., .
[27] CC(=O)Oc1ccc(-c2csc(Nc3ccc([N+](=O)[O-])cc3)n2)cc1
  5, 1.2, -0.2, -3
[28] COc1ccc(C2C=C(c3ccc(Cl)cc3)Nc3ncnn32)c(OC)c1 (centres undefined)
  16, -0.3, 0.0, 6
[29] O=C(CNC1CCN(Cc2ccccc2)CC1)Nc1ccc(Cl)cc1
  1, 3.4, -0.1, 25
[30] CCOC(=O)c1sc2nc(CC(=O)OC)nc(NCCc3ccc(OC)c(OC)c3)c2c1C
  6, -1.9, 0.1, 0
[31] COc1ccc(NC(=O)CCC(=O)Oc2ccc(C)cc2)cc1
  -4, 16*, 0.2, 1
[32] CC(C)(C)CNC(=O)c1cnc2sc3ccccc3n2c1=O
  2, -0.5, 0.2, 13
[33] Clc1cccc(Nc2nc(NCc3ccco3)c3ccccc3n2)c1
  9, -0.4, -0.1, 32
[34] CC1CCN(S(=O)(=O)c2ccc(C(=O)Nc3nc(-c4ccccn4)cs3)cc2)CC1
  2, 0.2, -0.9, 9
[35] C/C(=C\c1ccco1)CNc1nc(C)c(-c2ccn(CCO)n2)s1
  13, -1.2, 0.0, -2
[36] O=C(Nc1cc2c(cc1C(=O)c1ccccc1)OCCO2)c1ccc(Br)cc1
  1, -1.6, 0.0, -4
[37] CC(NC(=O)C1CCC1)c1ccc(Br)cc1 (centres undefined)
  -12, -0.2, 0.2, -4
[38] Cc1ccccc1C(=O)Nc1c(C(=O)Nc2ccc(Cl)cc2)cnn1-c1ccccc1
  -3, 1.8, 0.0, -10
[39] O=C(COc1cccc(Cl)c1)N/N=C\c1ccc2c(c1)OCO2
  -3, 0.5, 0.2, -1
[40] CC(C)c1ccc(NC(=O)CSc2nnc(-c3ccc(Cl)cc3Cl)o2)cc1
  2, -0.2, -0.1, 1
[41] Cn1nccc1NC(=O)CN(CC(=O)O)Cc1ccccc1
  8, 0.9, 0.0, 2
[42] CCN(CC)CCNC(=O)C1CCCCN1S(=O)(=O)c1ccc(C)cc1 (centres undefined)
  20, 0.3, 0.1, 5
[43] CC(C)c1ccc(NC(=O)C2C3C=CC4(O3)C2C(=O)N(Cc2ccc(F)cc2)C4C(=O)NC2CCCCC2)cc1 (centres undefined)
  5, 1.7, 0.1, 0
[44] CCOCCOC(=O)C1=C(C)NC(=O)NC1c1ccccc1OCC (centres undefined)
  11, 1.0, 0.1, -2
[45] COc1ccc(CC(=O)N2c3ccccc3CCc3ccccc32)cc1
  0, -0.4, -0.1, -4
[46] Cc1nc2ccc(NC(=S)NCCN(C)C)cc2s1
  0, -0.8, -0.2, -3
[47] CCN1C(=O)N/C(=C/c2cn(C(C)C)c3ccccc23)C1=O
  19, 0.1, 0.4, 7
[48] O=C(O)CC(CP(=O)(c1ccccc1)c1ccccc1)C(=O)O (centres undefined)
  -12, 3.1, 0.1, 3
[49] Cc1nc(N2CCCC2C(=O)NCCC2=CCCCC2)nc2cc(S(C)(=O)=O)ccc12 (centres undefined)
  11, 0.5, 0.1, -9
[50] O=C(CSc1ccccn1)Nc1ccccn1
  5, 0.3, 0.1, -8
[51] Cc1ccc2c(c1)NCC(C(=O)N1CCN(C)CC1)O2 (centres undefined)
  8, -0.6, 0.1, 12
[52] CCc1ccccc1NC(=O)CN(c1ccccc1OC)S(=O)(=O)c1ccc(C)cc1
  -8, 2.4, -0.1, 5
[53] Cc1c(NC(=O)c2cc(=O)[nH]c3ccccc23)c(=O)n(-c2ccccc2)n1C
  16, -0.9, 0.1, 3
[54] COc1ccc(NC(=O)c2oc(=O)c3ccccc3c2-c2ccc(C)cc2)cc1
  7, -1.3, -0.1, -4
[55] COc1ccc(/C=C2\N=C(c3ccc(OC)c([N+](=O)[O-])c3)OC2=O)cc1OC(C)=O
  -1, -0.2, 0.0, -10
[56] CC1CCc2nc(/C(C#N)=C/c3ccc([N+](=O)[O-])o3)sc2C1 (centres undefined)
  18, 0.2, 0.3, -8
[57] COc1ccc(CNC(=O)[C@@H]2C=CCN2C(=O)c2ccco2)cc1
  -21, 2.4, 0.2, -2
[58] COc1ccc(N)c2c1C(=O)c1ccccc1C2=O
  23, -0.3, -0.4, -18
[59] CC1=C(C(=O)OCC2CCCO2)C(c2coc3ccc(Cl)cc3c2=O)C2=C(CCCC2=O)N1 (centres undefined)
  -6, 1.6, -0.1, -2
[60] CC(C)(C)SCCNC(=O)c1cccc([N+](=O)[O-])c1
  -3, 4.8, -0.2, -18

Copied from above, entries 59–60
Values run as follows: MITF primary, GPR151 ag, FBW7 activator, TEAD-YAP block
[59] CC1=C(C(=O)OCC2CCCO2)C(c2coc3ccc(Cl)cc3c2=O)C2=C(CCCC2=O)N1 (centres undefined)
  -6, 1.6, -0.1, -2
[60] CC(C)(C)SCCNC(=O)c1cccc([N+](=O)[O-])c1
  -3, 4.8, -0.2, -18

Compound profiles, from the list above. Order of values: MITF primary | GPR151 ag | FBW7 activator | TEAD-YAP block
Cc1nc(N2CCCC2C(=O)NCCC2=CCCCC2)nc2cc(S(C)(=O)=O)ccc12 (centres undefined) is listed with 11 | 0.5 | 0.1 | -9
CC1CCc2nc(/C(C#N)=C/c3ccc([N+](=O)[O-])o3)sc2C1 (centres undefined) is listed with 18 | 0.2 | 0.3 | -8
O=C(O)CC(CP(=O)(c1ccccc1)c1ccccc1)C(=O)O (centres undefined) is listed with -12 | 3.1 | 0.1 | 3
CC(C)(C)CNC(=O)c1cnc2sc3ccccc3n2c1=O is listed with 2 | -0.5 | 0.2 | 13
COc1ccc(/C=C2\N=C(c3ccc(OC)c([N+](=O)[O-])c3)OC2=O)cc1OC(C)=O is listed with -1 | -0.2 | 0.0 | -10

(further entries)
Values run as follows: MITF primary, GPR151 ag, FBW7 activator, TEAD-YAP block
[61] CC(=O)N(C(C)=O)n1c(C)nc2sc3c(c2c1=O)CCCC3
  18, -1.9, 0.0, 3
[62] Fc1cccc(CSc2nc(NCC3CCCO3)c3ccccc3n2)c1 (centres undefined)
  1, -0.5, -0.1, -1
[63] COc1ccc(C2CC(=O)C3=C(C2)NC(C)=C(C(=O)OCc2ccccc2)C3c2ccc(OC)cc2OC)cc1 (centres undefined)
  -4, 0.3, -0.1, 5
[64] O=C(c1cccc(Cl)c1)N1CCN(CCCc2ccccc2)CC1
  36, -1.4, -0.2, 1
[65] CC1=C(C(=O)Nc2ccc(F)cc2)C(c2ccc([N+](=O)[O-])cc2)C2=C(CCCC2=O)N1 (centres undefined)
  -2, 0.4, 0.3, 7
[66] COc1cc(C2Nc3ccccc3NC3=C2C(=O)CCC3)ccc1O (centres undefined)
  -5, 2.6, 0.3, -9
[67] CCN(CC)CCNc1nc2c(c(=O)n(C)c(=O)n2C)n1CC(O)COc1ccc(C)c(C)c1 (centres undefined)
  -5, 1.2, -0.3, -3
[68] O=C(Nc1ccc(-c2cc3ccccc3oc2=O)cc1)c1ccc(-c2cccc([N+](=O)[O-])c2)o1
  3, -0.8, -0.1, 12
[69] C/C(N)=C(/C#N)C(=O)CSc1nc2cc(S(=O)(=O)N3CCCCC3)ccc2o1
  1, 0.4, -0.1, 18
[70] COc1ccccc1C1NC(=O)NC(C)=C1C(=O)OC(C)C(C)(C)C (centres undefined)
  -4, -1.7, -0.1, 1
[71] Cc1cc(C)c2c(n1)nn1c(C)c(CCC(=O)NO)c(C)nc21
  -10, -0.7, -0.2, -2
[72] CN(C)C=Nc1ccc(S(N)(=O)=O)cc1
  -14, 1.5, -0.1, -5
[73] COc1cc(/C=C2/C(=N)N3N=C(CC(C)C)SC3=NC2=O)cc(Cl)c1OCCOc1cccc(C)c1
  0, -1.3, 0.0, -15
[74] COCCCNc1oc(-c2cccs2)nc1S(=O)(=O)c1ccc(C)cc1
  6, 2.3, 0.1, 2
[75] Cc1ccc(-n2cc(-c3ccccc3)c3c(NCCc4ccccc4)ncnc32)cc1
  24, -0.9, 0.7, -14
[76] CC(C)CC(NC(=O)c1ccccc1)C(=O)N/N=C/C=C/c1ccccc1 (centres undefined)
  -5, -0.8, 0.0, -4
[77] O=C(CSc1nnc(NC2CCCCC2)s1)NN1C(=O)NC2(CCCCC2)C1=O
  4, -0.9, 0.4, -1
[78] Cc1cc(C)c(OCCOCCNC(C)C)c(Cl)c1
  41, -0.5, -0.1, 6
[79] O=CNCC(=O)NCCc1ccc(Cl)cc1
  8, -0.2, -0.1, -4
[80] O=C(COc1cc(Cl)ccc1Cl)NCc1ccco1
  7, -0.3, 0.0, -3
[81] CNC(=O)c1c(NC(=O)c2ccccc2C)sc2c1CCCC2
  -10, -0.1, -0.1, 1
[82] O=C(O)c1cc([N+](=O)[O-])cc([N+](=O)[O-])c1Nc1ccc(Cl)cc1
  21, -2.0, 0.0, -10
[83] CCCCOc1ccc(C(=O)NNC(=S)NC(=O)c2cc3cc(Br)ccc3oc2=O)cc1
  4, 0.9, 0.2, 11
[84] Cc1ccc(C)c(CN2CCc3nnc(C(C)NC(=O)C(C)C)n3CC2)c1 (centres undefined)
  -9, 2.5, 0.0, -5
[85] Cc1ccc(Cl)cc1NC(=S)N(CCCN1CCN(C)CC1)Cc1cccs1
  -18, 0.2, -0.2, 6
[86] CN(C(=O)c1cc(=O)c2ccccc2o1)c1ccccc1
  9, 0.5, -0.1, 10
[87] COc1ccccc1-c1cc2nc(C)c(CCC(=O)NCc3ccccc3)c(C)n2n1
  -8, 0.6, 0.0, -6
[88] CCOc1ccc(C2C(C(=O)OCCOC)=C(C)NC3=C2C(=O)CC(c2ccc(OC)c(OC)c2)C3)cc1 (centres undefined)
  7, -1.6, 0.7, 8
[89] CC(C)Cc1ccc2c(n1)sc1c(N)ncnc12
  5, -0.4, -0.3, -62
